Assay outcomes deposited in PubChem by National Center for Advancing Translational Sciences (NCATS).
Luc counter: Kinase-Glo luciferase inhibition (counter-screen); Kinase-Glo luciferase, ATP luminescence, 8 min; Potency, µM (highest dose often 38.3 µM), for inactives: at the highest dose activity change, negative = inhibition, usual class: inhibitors; 200,000 tested, 0.28% active; further: potency means the concentration at half of the fitted maximal effect; on the % scale 0 is the no-effect control and ±100 the full control effect; nearly all actives have a fitted effect of over 60% in size
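Inhibition of Kinase-Glo luciferase light generation was assessed at 10 uM ATP in pH 7.2 imidazole buffer, with luminescence measured after eight minutes at ambient temperature.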
HttQ103 aggreg: mutant huntingtin aggregation inhibition; PC12 HttQ103-GFP aggregates, Acumen cytometry, 40 h; Potency, µM (highest dose often 46.1 µM), for inactives: top-dose activity change, negative = inhibition, hits mostly inhibitors; 220,000 tested, 1.1% active; AID 1688; further: potency means the concentration at half of the fitted maximal effect; on the % scale 0 is the no-effect control and ±100 the full control effect; nearly all actives have a fitted effect of over 60% in size
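PC12 cells stably carrying ecdysone-inducible HTT exon 1 Q103–GFP were induced with tebufenozide (100 nM final) and treated with library compounds in titration. GFP aggregates in lysates were counted by laser scanning cytometry.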
LMNA splice mod: modulators of lamin A splicing | HeLa LMNA splicing GFP/RFP minigene ratio, 48 h | Potency, µM (series often up to 46.1 µM), inactives show at the highest dose ratio change, negative = inhibition, usual class: inhibitors | 200,000 tested, 0.01% active | AID 1487; active means well fitted inhibition curve with a large enough effect in the signal ratio, with a control signal flat, not every such curve was filed as active; inconclusive means small, poorly fitted or top-dose-only effect, or effect the other way, or a change in a side signal; the % refers to the signal ratio; further: potency means the concentration at half of the fitted maximal effect; on the % scale 0 is the no-effect control and ±100 the full control effect
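S3 HeLa cells stably expressing lamin A-EGFP splicing minigene plus DsRed2, 600 cells/well, 48 h compound exposure at 37C. Laser-scanning cytometry; analysed as GFP (500-530 nm)/RFP (575-640 nm) total intensity ratio; 0.5% DMSO vehicle.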
HTT cytoprotect: cytoprotection in Huntington HTT-Q103 PC12 cell model; PC12 HTT-Q103 induced, cytoprotection, ATP luminescence, 40 h; Potency, µM (series often up to 56.4 µM), inactives show cytoprotection (ATP increase), most hits filed as activators; 230,000 tested, 0.14% active; AID 1471;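 further: potency means the concentration at half of the fitted maximal effect; % of control where 0% means no effect; nearly all actives have a fitted effect of over 45% in size; toxic huntingtin expression switched on by the ecdysone agonist tebufenozide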
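Quantitative HTS on tebufenozide-induced (100 nM) PC12 cells expressing HTTQ103 exon 1–GFP; compounds tested as a concentration series; survival measured via cellular ATP.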
IMPase Li cell: membrane-permeable IMPase blocker, potentiated with lithium; CHO-M1 cells, IP1 TR-FRET (IP-One), carbachol + lithium; AID 1457; Potency, µM (titrated, usually from 59.4 µM), without a hit: at the top dose activity, negative = IMPase inhibition, actives largely listed as inhibitors; 210,000 tested, 0.35% active;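 further: IP1 builds up when IMPase is blocked and the TR-FRET signal falls; potency means the concentration at half of the fitted maximal effect; plate controls were basal vehicle for no effect and high inhibitor control for full effect; nearly all actives have a fitted effect of over 50% in size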
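CHO cells stably expressing M1 receptor (2000/well, cultured 16–30 h) treated 30 min at 37C with compound plus low lithium. Cytosolic IP1 by TR-FRET (665/620 ratio and 620 channel) after 10 min lysis; AC50 by Hill fit.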
SMN2 splice up: increases expression of the SMN2 splice variant. 210,000 tested, 2.8% active. Potency, µM (series often up to 46.1 µM), for inactives: at the top dose activity change, positive = activation, hits mostly activators. HEK293 SMN2-luciferase splicing reporter, luminescence, 30-36 h; further: potency means the concentration at half of the fitted maximal effect; % of control where 0% means no effect; nearly all actives have a fitted effect of over 55% in size
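HEK293 cells carry an SMN2 […]–luciferase reporter in which exon 7 inclusion puts luciferase in frame. Cells were plated 10-12 h before compound addition, then incubated 30-36 h at 37C. ONE-Glo luminescence was read; sodium butyrate at 4.5 mM final served as control.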
CBFb-RUNX1 inh: inhibitors of human CBF-beta and RUNX1 interaction; 230,000 tested, under 10 active; AID 1477; AlphaScreen CBFb-His/RUNX1-biotin binding, biochemical; Potency, µM (titrated, usually from 59.8 µM), without a hit: at the highest dose activity, negative = inhibition, actives largely listed as inhibitors; further: % of control where 0% means no effect
Target sequence (Q01196 whole entry, looked up): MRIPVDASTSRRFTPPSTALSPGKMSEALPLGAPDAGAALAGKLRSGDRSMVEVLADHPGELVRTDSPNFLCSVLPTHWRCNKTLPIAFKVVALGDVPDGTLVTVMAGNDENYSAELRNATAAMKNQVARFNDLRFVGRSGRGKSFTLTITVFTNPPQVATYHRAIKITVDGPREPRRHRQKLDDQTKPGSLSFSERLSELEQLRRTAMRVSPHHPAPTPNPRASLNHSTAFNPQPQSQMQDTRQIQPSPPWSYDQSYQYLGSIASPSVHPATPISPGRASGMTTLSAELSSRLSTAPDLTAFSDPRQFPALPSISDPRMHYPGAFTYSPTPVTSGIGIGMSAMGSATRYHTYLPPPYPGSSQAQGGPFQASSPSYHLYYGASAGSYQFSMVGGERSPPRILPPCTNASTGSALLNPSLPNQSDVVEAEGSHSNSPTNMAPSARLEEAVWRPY
Target sequence (Q13951 whole entry, looked up): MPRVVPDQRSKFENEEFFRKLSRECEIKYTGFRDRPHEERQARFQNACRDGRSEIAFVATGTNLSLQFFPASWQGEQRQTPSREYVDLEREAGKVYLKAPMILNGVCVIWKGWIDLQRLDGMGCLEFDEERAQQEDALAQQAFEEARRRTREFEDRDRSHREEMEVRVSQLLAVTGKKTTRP
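Bead-based AlphaScreen assay; binding partners His-tagged CBF-beta and biotinylated RUNX1 at 30 nM each. Compound exposure 15 min after a 20-min protein preincubation; bead step 90 min; all steps at room temperature.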
Starred values were filed as active, the others as inactive; ? = inconclusive; nt = not tested or not shown; [ ] = remark or other dose. Unless noted, the call rests on the fitted dose curve; in most records, active means well fitted curve in the direction sought with a large enough effect; inconclusive means small, poorly fitted or top-dose-only effect, or another doubt; inactive means no such curve, though single readings can be large; an effect the other way counts as inactive or inconclusive.

SMILES,Luc counter,HttQ103 aggreg,LMNA splice mod,HTT cytoprotect,IMPase Li cell,SMN2 splice up,CBFb-RUNX1 inh
O=C(COC(=O)Cc1c(Cl)cccc1Cl)Nc1ccccc1-c1ccccc1,-2%,6%,0%,nt,17%,-42%[inhibitor],-5%
COc1ccc(NS(=O)(=O)c2ccc(NC(=O)c3ccc(N(C)S(C)(=O)=O)cc3)cc2)c(OC)c1,2%,4%,?,nt,4%,-83%[inhibitor],3%
c1ccc(-c2nnc3n2CCCC3)cc1,-5%,3%,3%,13%,-2%[38.3 µM],1%,0%
O=C(NCc1nc2ccccc2[nH]1)C1=C[C@H](c2ccccc2)C[C@H](OCc2ccc(CO)cc2)O1,nt,35%[9.22 µM],nt,-26%[10 µM],15%,nt,22%
COc1ccc(CCNc2ccc(N3C(=O)CC(C)C3=O)cc2[N+](=O)[O-])cc1OC (stereo not given),-2%,?,nt,-37%[inhibitor],16%,-72%[inhibitor],-27%
Cc1occc(=O)c1OC(=O)Nc1ccc(Cl)c(Cl)c1,-1%,?,?,nt,7%,-25%,6%
COc1ccc2nc(SC)cc(C)c2c1,nt,-1%[9.22 µM],nt,2%[10 µM],nt,nt,21%
FC(F)(F)c1cc(C(F)(F)F)n2nc(-c3sccc3-n3cccc3)cc2n1,-3%,-1%,2%,-2%,9%[38.3 µM],-7%,0%
NNc1nc2cccnc2n(CCNc2ncc(C(F)(F)F)cc2Cl)c1=O,1%,-2%,20%[46 µM],-62%[inhibitor],10%,-11%,?
O=c1c(-c2ccccc2)c(O)cc(-c2ccncc2)n1-c1ccc(Cl)cc1,0%,8%,nt,4%,-4%,-1%,2%
CC(=O)c1cc(-c2ccccc2)n(CCC(=O)NC2CCCC2)c1C,2%,-9%,nt,-16%,-6%,8%,5%
Cn1cnc2c1c(=O)n(Cc1ccc(F)cc1Cl)c(=O)n2C,4%,-1%,-6%,-5%,6%[38.3 µM],20%,2%
CCOC(=O)C1(CC2CCCCO2)CCN(C(=O)Nc2ccc(C)c(C)c2)CC1 (stereo not given),nt,-27%[9.22 µM],nt,0%[10 µM],7%,nt,10%
COc1ccccc1Oc1cc(-n2nc(C)cc2C)ncn1,-7%,5%,3%,nt,-8%,3%,13%
CSc1ncccc1C(=O)OCC(=O)C(C)(C)C,2%,24%,-1%[46 µM],18%[10 µM],2%,-5%,12%
O=C1c2ccccc2CC1Sc1nnc(-c2ccccn2)o1 (stereo not given),5%,-10%,10%,-10%[10 µM],-20%[38.3 µM],17%,-12%
O=C(CC1C(=O)NCCN1C(=O)Nc1ccc(F)cc1)Nc1ccc(F)cc1 (stereo not given),nt,-11%[9.22 µM],nt,13%[10 µM],nt,nt,4%
CC1CCCN(c2nc(NCc3ccco3)nc(N)c2[N+](=O)[O-])C1 (stereo not given),-1%,-2%,?,11%[10 µM],-3%,-45%[inhibitor],10%
O=C(NNC(=S)Nc1ccccc1)c1cccc(Br)c1,2%,-2%[9.22 µM],-3%,5%,-14%[38.3 µM],?,3%
CCOC(=O)C(C)n1cnc2c(nnn2-c2cccc(Cl)c2)c1=O (stereo not given),-2%,3%,1%,-9%,-7%[38.3 µM],-8%,-5%

(listing goes on)
Short keys – A = Luc counter; B = HttQ103 aggreg; C = LMNA splice mod; D = HTT cytoprotect; E = IMPase Li cell; F = SMN2 splice up; G = CBFb-RUNX1 inh
CCN(c1ccc(NS(=O)(=O)c2cc(Cl)ccc2Cl)cc1)C(C)C
  A: 2%	B: 10µM*	C: ?	D: 1%[10 µM]	E: 23%	F: -25%	G: -4%

COC(=O)C[N+](C)(C)CC#Cc1ccccc1
  A: -1%	B: ?	C: 12%	D: 0%[10 µM]	E: 3%	F: 10%	G: -2%

CCN(CC)S(=O)(=O)c1ccc(-c2nnc(SCC(=O)Nc3nc(C)cs3)o2)cc1
  A: -1%	B: -11%	C: -2%	D: -12%	E: -9%[38.3 µM]	F: 6%	G: -7%

COCCn1c(SCC(=O)Nc2cc(C)on2)nnc1-c1c[nH]c2ccccc12
  A: -4%	B: 9%	C: -4%	D: 8%	E: -4%[38.3 µM]	F: 7%	G: -4%

CCOCC(O)CS(=O)(=O)c1ccccn1 (stereo not given)
  A: -3%	B: 8%	C: 2%	D: -1%	E: -4%[38.3 µM]	F: -15%	G: -2%

Cc1ccccc1NC(=O)c1cccc(S(C)(=O)=O)c1
  A: 2%	B: 0%	C: -6%[46 µM]	D: -44%[inhibitor]	E: 3%	F: 13%	G: 9%

Cc1ccc(S(=O)(=O)n2nc(-c3ccco3)nc2SCc2ccccc2)cc1
  A: 8%	B: -2%	C: -6%	D: -14%[10 µM]	E: 12%	F: 16µM*	G: 16%

Cc1ccccc1Cn1nc(C)c(NC(=O)c2cc3nc(-c4ccco4)cc(C(F)(F)F)n3n2)c1C
  A: -1%	B: -19%	C: ?	D: -19%	E: 1%[38.3 µM]	F: -30%	G: 3%

CN(C)CCSCCO
  A: -2%[7.66 µM]	B: nt	C: nt	D: 15%[10 µM]	E: 6%	F: -8%[9.22 µM]	G: nt

CN(C)C(=O)CSc1nnc(Cc2ccccc2)n1Cc1ccco1
  A: 1%	B: 44%	C: 5%	D: -2%[10 µM]	E: 10%	F: 1%	G: -1%

One compound at a time, as listed above. Values in the order: Luc counter	HttQ103 aggreg	LMNA splice mod	HTT cytoprotect	IMPase Li cell	SMN2 splice up	CBFb-RUNX1 inh
`c1ccc(-c2nnc3n2CCCC3)cc1` as listed: -5%	3%	3%	13%	-2%[38.3 µM]	1%	0%
`O=C(NNC(=S)Nc1ccccc1)c1cccc(Br)c1` as listed: 2%	-2%[9.22 µM]	-3%	5%	-14%[38.3 µM]	?	3%
`Cc1ccccc1Cn1nc(C)c(NC(=O)c2cc3nc(-c4ccco4)cc(C(F)(F)F)n3n2)c1C` as listed: -1%	-19%	?	-19%	1%[38.3 µM]	-30%	3%
`COC(=O)C[N+](C)(C)CC#Cc1ccccc1` as listed: -1%	?	12%	0%[10 µM]	3%	10%	-2%
`CC(=O)c1cc(-c2ccccc2)n(CCC(=O)NC2CCCC2)c1C` as listed: 2%	-9%	nt	-16%	-6%	8%	5%

The listing continues.
Short keys – A = Luc counter; B = HttQ103 aggreg; C = LMNA splice mod; D = HTT cytoprotect; E = IMPase Li cell; F = SMN2 splice up; G = CBFb-RUNX1 inh
OC1CCCN(Cc2cn(Cc3ccccc3)nc2-c2cc3ccccc3o2)C1 (stereo not given)
  A: 0%	B: 4%[9.22 µM]	C: 10%[46 µM]	D: 24%[10 µM]	E: 7%	F: -12%	G: 3%

CCOc1ccccc1-n1c(=S)sc2c(=O)n(-c3ccccc3)c(=S)[nH]c21
  A: 1%	B: 9%	C: nt	D: 1%	E: -6%	F: -45%[inhibitor]	G: -1%

C/C(=N\Nc1cc(C)nc(-c2ccccc2)n1)c1cccc([N+](=O)[O-])c1
  A: 3%	B: 25%[9.22 µM]	C: nt	D: -14%[10 µM]	E: 23%	F: nt	G: 1%

Cc1ccc(S(=O)(=O)N(CCC(=O)Nc2ccc(OC(F)(F)F)cc2)c2ccccc2)cc1
  A: -2%	B: ?	C: ?	D: 7%[10 µM]	E: 10%	F: -5%	G: -9%

Cc1c(Cl)cnc(NC(=O)COC(=O)c2cccc(S(=O)(=O)N3c4ccccc4CC3C)c2)c1Cl (stereo not given)
  A: 1%	B: 0%	C: ?	D: nt	E: 1%	F: 19%	G: 3%

CC1CCCC(C)N1C(=C(Cl)Cl)C(=C1SCCS1)[N+](=O)[O-] (stereo not given)
  A: -3%	B: -21%	C: nt	D: -24%	E: 18%	F: -26%	G: ?

CC1CCCC(C)N1NC(=S)Nc1ccc(OC(F)F)cc1 (stereo not given)
  A: 2%	B: 3%	C: -16%	D: -15%[10 µM]	E: -1%	F: -2%	G: 29%

Cc1ccc2[nH]cc(C(=O)CN3CCC4(CC3)OCCO4)c2c1
  A: -3%	B: -3%	C: -7%	D: -23%[0.074 µM]	E: 7%	F: -1%	G: -3%

COc1ccc(OCC(=O)N/N=C(\C)c2ccc(-n3ccnc3)cc2)cc1
  A: -4%	B: 1%	C: ?	D: -1%[10 µM]	E: -3%	F: -19%	G: 4%

Cc1ccc(C)c(-n2c(-c3csc(C)c3)n[nH]c2=S)c1
  A: -1%	B: ?	C: -5%	D: -7%	E: 12%[38.3 µM]	F: -12%	G: -1%

The list goes on.
Short keys – A = Luc counter; B = HttQ103 aggreg; C = LMNA splice mod; D = HTT cytoprotect; E = IMPase Li cell; F = SMN2 splice up; G = CBFb-RUNX1 inh
NNc1nccc(Nc2ccccc2C(=O)O)n1
  A: 2%	B: 11%	C: -11%	D: 9%[10 µM]	E: -7%	F: 11%	G: -4%

CC(C)(C)c1nc2ccc([N+](=O)[O-])cc2[nH]1
  A: 2%	B: -18%	C: nt	D: -33%	E: 24%	F: -38%[inhibitor]	G: 0%

NNc1nc(Nc2ccccc2)nc(N2CCCCC2)n1
  A: 2%	B: -17%	C: -10%	D: -8%	E: 17%[38.3 µM]	F: -22%	G: ?

CC(C)O/N=C1\C(=O)N(c2ccccc2)c2ccccc21
  A: -1%	B: 9%	C: 10%[46 µM]	D: -5%[10 µM]	E: 10%	F: -6%	G: -3%

O=c1[nH]c(=O)n(Cc2ccco2)c2c1C(C(F)(F)F)(C(F)(F)F)N=C(CCc1ccccc1)N2
  A: -1%	B: -11%	C: -18%	D: -66%[inhibitor]	E: 0%[38.3 µM]	F: -4%	G: -2%

O=C(C1CCCCC1)N(CCN1CCN(c2ccccc2CO)CC1)c1ccccn1
  A: nt	B: nt	C: nt	D: -38%[inhibitor]	E: -3%	F: -32%[inhibitor]	G: 16%

Sorted by value in HttQ103 aggreg (rising): some entries from above.
| mol | HttQ103 aggreg | LMNA splice mod | IMPase Li cell | SMN2 splice up | CBFb-RUNX1 inh |
| --- | --- | --- | --- | --- | --- |
| CCN(CC)S(=O)(=O)c1ccc(-c2nnc(SCC(=O)Nc3nc(C)cs3)o2)cc1 | -11% | -2% | -9%[38.3 µM] | 6% | -7% |
| Cn1cnc2c1c(=O)n(Cc1ccc(F)cc1Cl)c(=O)n2C | -1% | -6% | 6%[38.3 µM] | 20% | 2% |
| COCCn1c(SCC(=O)Nc2cc(C)on2)nnc1-c1c[nH]c2ccccc12 | 9% | -4% | -4%[38.3 µM] | 7% | -4% |
